High-throughput results as filed in PubChem.
Eya2 phos inh: blocks the phosphatase activity of human Eya2. Potency, µM (titrated, usually from 76.9 µM), for inactives: at the top dose activity, negative = inhibition, usual class: inhibitors. O00167. recombinant Eya2, OMFP fluorescence dephosphorylation (OMFP is methylfluorescein phosphate). hit rate 0.006% among 330,000; further: potency means the concentration at half of the fitted maximal effect; on the % scale 0 is the no-effect control and ±100 the full control effect
Target sequence (O00167 whole entry, looked up): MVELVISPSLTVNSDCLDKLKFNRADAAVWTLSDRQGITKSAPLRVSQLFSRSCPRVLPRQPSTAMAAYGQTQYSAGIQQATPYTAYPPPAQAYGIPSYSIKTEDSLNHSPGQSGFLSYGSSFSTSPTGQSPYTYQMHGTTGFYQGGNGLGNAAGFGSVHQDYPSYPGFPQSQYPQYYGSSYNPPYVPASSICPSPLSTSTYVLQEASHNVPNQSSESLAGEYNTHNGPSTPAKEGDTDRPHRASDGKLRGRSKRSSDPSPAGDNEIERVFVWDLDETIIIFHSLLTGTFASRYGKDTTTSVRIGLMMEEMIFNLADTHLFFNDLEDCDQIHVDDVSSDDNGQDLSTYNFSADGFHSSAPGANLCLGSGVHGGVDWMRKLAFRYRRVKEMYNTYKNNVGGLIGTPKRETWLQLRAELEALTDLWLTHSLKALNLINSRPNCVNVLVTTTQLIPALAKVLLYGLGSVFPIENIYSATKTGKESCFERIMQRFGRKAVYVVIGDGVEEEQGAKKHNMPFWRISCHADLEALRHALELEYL
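Eya2 (0.2 uM) preincubated 10 min at ambient with compound, then OMFP substrate added at 50 uM; 10 min reaction in 50 mM HEPES pH 7.5, 50 mM NaCl, 5 uM MgCl2, 0.05% BSA, 1 mM DTT. Fluorescence read at Ex 485/Em 525 nm.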
GALK inhibitor: blocks human galactokinase activity; P51570; Purified GALK, Kinase-Glo residual ATP luminescence; Potency, µM (doses to about 57.5 µM), inactives show top-dose activity change, negative = inhibition, most hits filed as inhibitors; hit rate 0.007% among 270,000; further: potency means the concentration at half of the fitted maximal effect; on the % scale 0 is the no-effect control and ±100 the full control effect
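Compounds were pin-transferred into ATP buffer (35 uM final), then GALK plus galactose (5 nM, 100 uM final) was added. After 1 h at room temperature, Kinase-Glo Plus was added and luminescence read after 10 min.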
PKM2 activator: activators of human pyruvate kinase M2. P14618. purified PKM2, Kinase-Glo ATP luminescence, activation; response scale: 0% is enzyme alone, no compound. Potency, µM (titrated, usually from 57.5 µM), for inactives: at the highest dose activation, actives largely listed as activators. hit rate 0.34% among 260,000. AID 1631; further: potency means the concentration at half of the fitted maximal effect; on the % scale 0 is the no-effect control and ±100 the full control effect; nearly all actives have a fitted effect of over 55% in size
Target sequence (P14618 whole entry, looked up): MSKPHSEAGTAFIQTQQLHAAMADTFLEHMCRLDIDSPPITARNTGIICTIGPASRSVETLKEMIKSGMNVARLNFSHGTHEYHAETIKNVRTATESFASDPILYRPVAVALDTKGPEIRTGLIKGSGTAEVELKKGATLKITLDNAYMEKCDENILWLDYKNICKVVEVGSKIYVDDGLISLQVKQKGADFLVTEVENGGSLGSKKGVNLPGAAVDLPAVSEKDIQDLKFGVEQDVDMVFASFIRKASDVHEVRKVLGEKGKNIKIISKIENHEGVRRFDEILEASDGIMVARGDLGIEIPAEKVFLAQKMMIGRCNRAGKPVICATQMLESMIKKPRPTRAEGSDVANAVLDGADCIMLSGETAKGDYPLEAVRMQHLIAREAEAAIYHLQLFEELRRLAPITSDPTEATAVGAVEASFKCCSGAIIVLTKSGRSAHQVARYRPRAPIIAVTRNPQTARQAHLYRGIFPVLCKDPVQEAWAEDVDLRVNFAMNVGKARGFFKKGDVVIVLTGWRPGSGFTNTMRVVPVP
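Purified hPK-M2 (>95% pure) converted ADP (0.1 mM final) to ATP with 0.5 mM PEP in 50 mM imidazole pH7.2, KCl, MgCl2, Tween 20, BSA; 1 h at room temperature. ATP detected by Kinase-Glo luminescence.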
USP2a block: inhibitors of human ubiquitin-specific protease USP2a; hit rate 0.01% among 330,000; USP2 core, Ub-CHOP2 coupled fluorogenic reporter, 485/531; Potency, µM (doses to about 38.3 µM), inactives show at the top dose activity change, negative = inhibition, actives largely listed as inhibitors; AID 463254;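 further: potency means the concentration at half of the fitted maximal effect; plate controls were DMSO wells for no effect and full inhibition by NEM control for full effect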
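Deubiquitinase activity read as fluorescence (485/531 nm) after Ub-CHOP2 cleavage activates the enterokinase reporter on its substrate; USP2 core 10nM, Ub-CHOP2 and substrate 25nM each, 30min compound preincubation then 60min RT; data normalized to NEM, curves fitted.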
Mito fusion act: mitochondrial division inhibition or fusion activation. S. cerevisiae fusion-defective mutant growth rescue, CellTiterGlo 48 h. Potency, µM (highest dose often 46.1 µM), for the others: at the highest dose growth rescue (activation), most hits filed as activators. hit rate 0.23% among 320,000;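 further: potency means the concentration at half of the fitted maximal effect; % of control where 0% means no effect; nearly all actives have a fitted effect of over 45% in size; temperature-sensitive fusion mutants such as fzo1-1 at 37 °C on non-fermentable ethanol glycerol medium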
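Read-out: ATP-based luminescence (CellTiterGlo, 10 min ambient) reporting growth of fusion-defective ts yeast after 48 hours at 37C on glycerol/ethanol YPEG medium in the presence of compound.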
hERG WT inh: blocks the wildtype human KCNH2 potassium channel | Q12809 | U2OS, BacMam KCNH2, thallium flux FluxOr; stronger effect = lower value | activity change, % at 1.84 µM | hit rate 0.37% among 340,000 | AID 720551;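 active means maximum activity change below -70%; inconclusive means maximum activity change between -70% and -50%; inactive means maximum activity change above -50%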; further: on the % scale 0 is the no-effect control and ±100 the full control effect
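U2OS cells transduced with wild-type KCNH2 virus are loaded with FluxOr dye for 45 min, and thallium flux is measured in kinetic reads before and after stimulation buffer. Rate constants are normalized to DMSO controls.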
TSHR antagonist: blocks TSH signaling through the human TSH receptor; activity change, negative = inhibition, % at 11.5 µM; AID 504810; P16473; TSHR-expressing cells, TSH-stimulated cAMP HTRF, 2 h; stronger effect = lower value; hit rate 0.2% among 330,000;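 active means activity change below a set negative limit, meaning inhibition stronger than a set level, cut at about -70% in these data; inconclusive means activity change between two set negative limits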; further: on the % scale 0 is the no-effect control and ±100 the full control effect
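Freshly harvested TSHR cells receive pin-tooled compound, then EC80 TSH at 4nM final. After 2 hours at 37 deg C, antibody in lysis buffer and cAMP-d2 are added; 30 minutes at ambient temperature precede the HTRF read.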
MBNL1 CUG block: MBNL1-poly(CUG) RNA binding inhibition | Q9NR56 | TR-FRET MBNL1-His/biotin-(CUG)12 binding, 665/545 ratio | Potency, µM (top dose mostly 57.5 µM), for inactives: top-dose activity change, negative = inhibition, most hits filed as inhibitors | hit rate 0.036% among 280,000; active means well fitted inhibition curve with a large enough effect in the signal ratio, with a control signal flat, not every such curve was filed as active; inconclusive means small, poorly fitted or top-dose-only effect, or effect the other way, or a change in a side signal; inactive means no such curve, though single readings can be large or run the other way; the % refers to the signal ratio; further: potency means the concentration at half of the fitted maximal effect; on the % scale 0 is the no-effect control and ±100 the full control effect
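MBNL1-His + Biotin-(CUG)12, cpd titration 92 nM–58 uM; Tb anti-His Ab 0.055 ng/ul, SA-XL665 5 nM (final); 60 min RT; ratiometric 665/545 nm, Ex 340 nm; normalized to buffer and full-complex controls.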
BCR signal inh: inhibitors of chronic active B-cell receptor signaling | ABC-DLBCL IkBa-CBG/CBR reporter, luminescence ratio, 4 h | Potency, µM (top dose mostly 46.1 µM), for inactives: at the top dose ratio change, negative = lower green/red ratio, actives largely listed as inhibitors | hit rate 0.05% among 340,000; active means well fitted inhibition curve with a large enough effect in the signal ratio, with a control signal flat, not every such curve was filed as active; inconclusive means small, poorly fitted or top-dose-only effect, or effect the other way, or a change in a side signal; the % refers to the signal ratio;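 further: potency means the concentration at half of the fitted maximal effect; plate controls were basal doxycycline-induced cells for no effect and cells given 10 µM MG132 for full effect; MG132 reads +100%, hits lower the ratio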
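Doxycycline induced both beetle luciferases in TMD8 lymphoma cells; IKK-driven degradation limits the IkappaBalpha-fused green signal, while red luminescence normalises for cell number and nonspecific effects. Compounds tested up to 46 uM, 4 hrs.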
ASM inhibitor: human S-ASM enzyme inhibition; P17405; placental ASM, HMU-PC fluorogenic substrate, 60 min; Potency, µM (top dose mostly 57.5 µM), for the others: at the highest dose activity change, negative = inhibition, usual class: inhibitors; hit rate 0.006% among 340,000; AID 504937; further: potency means the concentration at half of the fitted maximal effect
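qHTS format. ASM enzyme prepared from human placenta hydrolyses the fluorogenic substrate HMU-PC0 (9 uM final) over 60 min at 37 °C after a 10 min compound preincubation.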
Menin MLL FP TR: inhibitors of human menin-MLL interaction, mutant MLL peptide; AID 1768; Potency, µM (highest dose often 61.6 µM), for the others: at the highest dose FP activity change, negative = inhibition, hits mostly inhibitors; hit rate 0.23% among 270,000; O00255; Menin + Texas Red MLL mutant peptide, fluorescence polarization; active means well fitted inhibition curve with a large enough effect in the polarisation, with a control signal flat, not every such curve was filed as active; inconclusive means small, poorly fitted or top-dose-only effect, or effect the other way, or a change in a side signal; inactive means no such curve, though single readings can be large or run the other way; the % refers to the polarisation; further: potency means the concentration at half of the fitted maximal effect; % of control where 0% means no effect; many of its hits are not listed in these tables
Numbers without * were called inactive; ? = inconclusive; · = no result given; [ ] = remark or other dose. Unless noted, the call rests on the fitted dose curve; in most records, active means well fitted curve in the direction sought with a large enough effect; inconclusive means small, poorly fitted or top-dose-only effect, or another doubt; inactive means no such curve, though single readings can be large; an effect the other way counts as inactive or inconclusive. Not all compounds are listed, so the mix of outcomes need not match the whole.

Compound	Eya2 phos inh	GALK inhibitor	PKM2 activator	USP2a block	Mito fusion act	hERG WT inh	TSHR antagonist	MBNL1 CUG block	BCR signal inh	ASM inhibitor	Menin MLL FP TR
COC(=O)C1=C(O)/C(=C\c2cc(C)n(-c3ccc(F)cc3)c2C)N=C1C	-1.3%	-0.7%	-0.1%	3.2%	-1.6%	1.1	-0.2	8.5%	?	31.9%[activator]	0.4%
CC1(C)c2ccccc2-c2nc3ccccc3cc2C1O (configuration not stated)	-27.0%	-3.7%	-2.4%	4.5%	-7.6%	-2.6	5.8	-2.2%	?	-1.3%	27.4%
O=c1oc2cc(OCc3c(F)c(F)c(F)c(F)c3F)ccc2cc1-c1ccccn1	-12.9%	1.5%	4.0%	0.2%	1.1%	-4.2	12.7	·	2.5%	·	-1.6%
CNC(=S)Nc1ccc2nc(C)c(C)nc2c1	-1.6%	0.4%	4.5%	1.1%	-2.4%	-5.9	25.4	?	-11.7%	4.1%	9.7%
COc1ccc(C(=O)N2CCN(S(=O)(=O)c3ccc(C)cc3)CC2)cc1S(=O)(=O)N1CCOCC1	-25.6%	-1.4%	1.7%	1.4%	-3.3%	?	1.1	-5.1%	0.7%	2.7%	·
S=C(Nc1ccc2nc(-c3ccccn3)c(-c3ccccn3)nc2c1)N1CCCCC1	5.3%	1.1%	12.1%	0.6%	7.5%	-0.6	18.9	-19.2%	-6.3%	260.0%[activator]	-1.2%
O=C(CN1CCc2ccccc2C1)Nc1cc(S(=O)(=O)N2CCOCC2)ccc1N1CCOCC1	4.9%	-0.5%	0.2%	0.4%	-9.9%	24.8	-3.1	-6.6%	-0.3%	-2.6%	-5.7%
Cc1csc2c(N3CCN(C(=S)Nc4ccc(C(F)(F)F)cc4)CC3)ncnc12	-12.6%	·	1.5%	-0.1%	-5.0%	-6.7	-25.1	-7.3%	?	?	·
O=C(Nc1ccccc1-c1nnc(SCc2ccccc2)o1)c1ccccc1	12.9%	-3.1%	4.6%	1.6%	6.2%	5.7	-5.2	-9.7%	?	-3.4%	·
CN(C)c1ccc(/C=N/Nc2nc3ccccc3o2)cc1	8.6%	·	·	1.7%	-30.4%	32.2	0.3	-6.8%	?	111.8%[activator]	?
COc1ccc(N(CC(=O)Nc2ccc(C)cc2)S(=O)(=O)c2c(C)noc2C)cc1	-13.5%	-1.4%	·	1.2%	1.6%	12.6	-13.4	-3.7%	-0.1%	1.1%	·
Cc1ccc(C(=O)Nc2c3c(nn2C(C)(C)C)CS(=O)(=O)C3)cc1C	5.1%	-3.7%	-2.7%	1.6%	-3.2%	-7.6	-2.0	1.1%	2.6%	5.1%	1.3%
Cc1ccc(CN(Cc2cc3cccc(C)c3[nH]c2=O)C(=S)NCCCN(C)C)cc1	3.2%	-0.6%	0.4%	-0.2%	3.7%	26.4	-5.9	-19.0%	8.8%	-4.9%	-7.0%
C=CCSc1nnc(CCc2ccccc2)n1N	-16.5%	·	·	0.3%	-2.5%	3.3	3.9	·	-2.6%	-0.4%	·
CCSc1nnc(NC(=O)c2nc(S(=O)(=O)Cc3ccc(F)cc3)ncc2Cl)s1	-19.1%	1.0%	·	2.9%	-11.2%	-1.3	-40.4	10.1%	?	7.7%	·
COC(=O)c1ccc(NC(=O)NCCCl)cc1	5.5%	-1.3%	3.0%	4.9%	25.5%	-16.7	-2.3	-3.2%	0.6%	-1.7%	-13.8%
CCOc1ccc(OCCSc2nc(-c3ccccc3)cc(=O)[nH]2)cc1	-6.2%	8.2%	-3.2%	0.2%	-3.4%	4.7	-1.8	-2.3%	0.3%	5.5%	10.9%
O=C(CN1C(=O)C2CC=CCC2C1=O)Nc1ccc(S(=O)(=O)N2CCOCC2)cc1 (configuration not stated)	13.3%	0.1%	0.6%	-0.1%	7.7%	4.4	9.2	3.2%	1.5%	3.7%	-2.1%
Cc1ccc(S(=O)(=O)NC(=O)c2cc(C)n(CC(c3ccccc3)N(C)C)c2C)cc1 (configuration not stated)	-3.6%	-0.7%	-14.7%	-0.6%	13.1%	-3.9	-5.6	-7.7%	5.5%	-1.4%	-3.8%
COc1cc(C(=O)NCCSc2ccc(Br)cc2)cc(OC)c1OC	-19.9%	1.1%	13.4%	2.7%	-4.9%	-2.6	-3.4	1.9%	-12.8%	-2.1%	7.0%
COc1cc(OC)cc(-c2sc3ccc(OC)cc3c2-c2ccc(O)cc2)c1	-0.4%	·	·	1.2%	·	-22.8	24.4	·	1.2%	0.1%	·
O=C1c2ccccc2C2(c3cc(C(F)(F)F)cc(C(F)(F)F)c3)NCCN12 (configuration not stated)	-11.5%	2.6%	·	-1.6%	-12.0%	-2.4	8.7	-6.9%	0.1%	-2.7%	-10.2%
Cn1c2c(c(=O)n(C)c1=O)[C@@H]1c3c(ccc4ccccc34)OC[C@@H]1CO2	-7.4%	-0.1%	-2.4%	-1.2%	0.1%	6.1	-13.0	-5.4%	-9.3%	1.6%	-13.1%
Cn1cccc1C(=O)OCc1ccc(C(C)(C)C)cc1	-26.6%	8.5%	·	7.2%	-2.1%	-1.1	-5.8	-7.2%	?	-14.7%	-0.2%
COc1ccc(C2(O)C(=O)Nc3ccc(C)cc32)cc1OC (configuration not stated)	10.8%	6.1%	·	6.6%	9.7%	5.6	9.5	1.1%	-5.4%	-2.2%	-20.6%

New compounds follow:
Compound	Eya2 phos inh	GALK inhibitor	PKM2 activator	USP2a block	Mito fusion act	hERG WT inh	TSHR antagonist	MBNL1 CUG block	BCR signal inh	ASM inhibitor	Menin MLL FP TR
COc1ccc(Br)cc1CN(C)C(=O)c1cc(Cl)c2c(c1)OCCO2	2.4%	-0.7%	-0.3%	-6.8%	27.0%	-3.9	-0.7	7.1%	-0.1%	-1.8%[11.5 µM]	-8.8%
Cc1ccc(C(=O)N/C(=C\c2ccc3c(c2)OCO3)C(=O)N2CCOCC2)cc1	-1.0%	1.4%	-1.7%	4.2%	1.8%	0.2	-5.0	-4.6%	7.0%	0.3%	·
CC(C)c1ccccc1NC(=S)NCc1ccccc1F	0.1%	-0.3%	10.6%	0.5%	-6.6%	-4.0	0.5	·	2.2%	1.4%	0.9%
CC(C)(C)C(=O)[C@H]1[C@H](c2ccccc2)[C@@]2(N=C(c3ccccc3)OC2=O)C2c3ccccc3C=NN21 (some centres not stated)	1.5%	·	2.5%	0.5%	8.4%	-2.5	3.0	12.0%	9.0%	-1.7%	0.3%
COc1ccc2cc(C3CC(c4ccco4)=NN3C(=O)CCC(=O)O)c(Cl)nc2c1 (configuration not stated)	1.1%	·	?	1.1%	-10.3%	-2.6	-6.8	17.4%	8.0%	8.6%	5.8%
O=S(=O)(NCCN1CCOCC1)c1cccc(C(F)(F)F)c1	4.4%	-2.8%	-6.6%	0.5%	9.0%	-5.3	20.8	1.0%	5.3%	2.3%	7.4%
O=C(N[C@@H](Cc1c[nH]c2ccccc12)C(=O)NC1CC1)c1ccccc1Cl	4.7%	-0.8%	-12.2%	6.0%	-1.1%	-9.1	10.7	-14.3%	?	8.3%	3.0%

Exported with two lines to a compound: entries from further up.
Values run as follows: Eya2 phos inh	GALK inhibitor	PKM2 activator	USP2a block	Mito fusion act	hERG WT inh	TSHR antagonist	MBNL1 CUG block	BCR signal inh	ASM inhibitor	Menin MLL FP TR
Cc1ccc(C(=O)N/C(=C\c2ccc3c(c2)OCO3)C(=O)N2CCOCC2)cc1
→ -1.0%	1.4%	-1.7%	4.2%	1.8%	0.2	-5.0	-4.6%	7.0%	0.3%	·
CC(C)(C)C(=O)[C@H]1[C@H](c2ccccc2)[C@@]2(N=C(c3ccccc3)OC2=O)C2c3ccccc3C=NN21 (some centres not stated)
→ 1.5%	·	2.5%	0.5%	8.4%	-2.5	3.0	12.0%	9.0%	-1.7%	0.3%
